G6PDH CS = inhibits Leuconostoc G6PDH, flagging false hits in G6PDH-based assays | Purified L. mesenteroides G6PDH, diaphorase/resazurin coupled fluorescence, 45 min | inhibition, % at 5 µM | 0.12% of 200,000 active | AID 1020
Hsp70 activator = switches on Hsp70 transcription; HeLa Hsp70 promoter luciferase reporter, luminescence; scaled: vehicle 0, proteasome-inhibitor control 100%; 0.04% of 200,000 active; activation, % at 10 µM;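 active = activation above the mean across all tested compounds plus 3 SD, cutoff set per campaign, cut at about 5.5% in these data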;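 note: 100% = MG132 at 30 µM as the positive control and 0% = DMSO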
PMI act satM6P = activators of human phosphomannose isomerase at near-saturating mannose 6-phosphate; P34949; coupled PMI enzyme assay, resazurin fluorescence, 20 min; active compounds read high; 1 = untreated enzyme, 0 = substrate-free blank; activation factor at 20 µM; 0.34% of 190,000 active; AID 1216;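 active = activation factor of 2 or more at 20 µM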
Target sequence (P34949 whole entry, looked up): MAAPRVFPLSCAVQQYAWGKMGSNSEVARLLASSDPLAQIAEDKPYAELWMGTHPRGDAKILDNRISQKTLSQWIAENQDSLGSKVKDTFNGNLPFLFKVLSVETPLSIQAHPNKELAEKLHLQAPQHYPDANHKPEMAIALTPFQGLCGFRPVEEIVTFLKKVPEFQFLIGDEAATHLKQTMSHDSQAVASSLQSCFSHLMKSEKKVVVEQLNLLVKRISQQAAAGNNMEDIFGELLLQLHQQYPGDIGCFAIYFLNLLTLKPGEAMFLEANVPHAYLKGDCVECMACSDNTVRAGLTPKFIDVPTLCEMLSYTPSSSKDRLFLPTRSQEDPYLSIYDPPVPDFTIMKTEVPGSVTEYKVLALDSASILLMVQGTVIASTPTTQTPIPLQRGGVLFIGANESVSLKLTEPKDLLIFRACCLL
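assay system = human phosphomannose isomerase with PGI, G6PDH, diaphorase coupling enzymes | quantity = 15 ng/mL PMI | incubation = enzyme reaction with compound 20 min at room temperature | medium = HEPES pH 7.4 buffer with MgCl2 and Tween-20 | compound dosing = one concentration, 20 µM, in 1% DMSO | measured by = Diaphorase-driven resazurin-to-resorufin fluorescence, excitation 544, emission 590 nm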
TLR4 MyD88 comp = TLR4-MyD88 interaction inhibition in cells; O00206+Q99836; HeLa CL3-4 TLR4/MyD88 BLA complementation, FRET ratio; inhibition, % at 8.4 µM; 0.18% of 200,000 active; AID 861; in the data active = inhibition above about 25%;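 note: 0% = vehicle and 100% = reference inhibitor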
Diaph inh CS = diaphorase inhibition or chemical oxidation counter-screen | 0.69% of 190,000 active | inhibition, % at 20 µM | diaphorase resazurin-to-resorufin fluorescence, NADH, 16 min; bacterial (C. kluyveri) enzyme, not human;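 active = primary screen inhibition at 20 µM above a set limit, cut at about 50% in these data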;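 note: plate controls were DMSO with full reaction for no effect and wells lacking NADH for full effect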
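Assay system – diaphorase enzyme from Clostridium kluyveri · Amount – diaphorase 0.14 U/mL (working solution) · Times – reaction incubation of 16 min at room temperature · Controls – No-NADH positive control and DMSO neutral control · Signal – resorufin fluorescence 544/590 nm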
PMI activator = increases human mannose-6-phosphate isomerase activity; 0.005% of 190,000 active; activation factor at 20 µM; purified human PMI, coupled resazurin fluorescence, 20 min; active compounds read high; 1 = vehicle control, 0 substrate-free wells; AID 1214; P34949;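 active = activation factor of 2 or more at 20 µM, relative to plate controls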
S1P3 antagonist = antagonists of human S1P3 receptor | Q99500 | AID 485 | CHO S1P3 NFAT-BLA reporter, FRET fluorescence, antagonist mode | inhibition, % at 4.98 µM | 0.27% of 170,000 active;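 active = inhibition above the plate cutoff, the mean inhibition of test wells on that plate plus 3 SD, cut at about 28% in these data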;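 note: cells challenged with S1P at its EC80 of 0.8 µM; blue over green emission ratio from cleaved BLA substrate after 4 h stimulation; 0% = S1P-stimulated wells and 100% = unstimulated DMSO-only wells; some compounds past the cut are filed as inactive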
Target sequence (Q99500 whole entry, looked up): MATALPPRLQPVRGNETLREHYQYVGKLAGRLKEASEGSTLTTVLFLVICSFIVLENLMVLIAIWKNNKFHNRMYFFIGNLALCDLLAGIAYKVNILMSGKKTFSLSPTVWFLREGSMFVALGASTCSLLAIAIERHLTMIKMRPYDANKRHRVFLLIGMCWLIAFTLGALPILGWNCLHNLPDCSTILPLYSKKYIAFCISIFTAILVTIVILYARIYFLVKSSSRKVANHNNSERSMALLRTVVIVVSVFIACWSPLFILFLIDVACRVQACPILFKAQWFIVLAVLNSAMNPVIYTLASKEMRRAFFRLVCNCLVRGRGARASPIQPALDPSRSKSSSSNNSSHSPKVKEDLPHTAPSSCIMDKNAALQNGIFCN
Redox H2O2 prof = compounds producing H2O2 with reducing agent – biochemical, NIH compound library profiling, artefact control for MLSCN library redox annotation, primary screen | AID 878 | activation, % at 10 µM | DTT-dependent redox cycling H2O2, phenol red/HRP absorbance; 100% = 100 µM peroxide control, 0% = buffer | 0.03% of 200,000 active;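 active = activation of at least 50% relative to the plate's high and low controls in the primary single-dose screen; inactive = activation below 50%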;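 note: compound incubated with DTT at 0.8 mM final as the reducing agent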
RAM inhibit = inhibitors of the yeast RAM network | 1.8% of 190,000 active | S. cerevisiae dse1pr::URA3 reporter, 5-FOA growth OD615, 2 d; analog-sensitive cbk1-as2 kinase mutant strain | AID 868 | inhibition, % at 50 µM;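 active = inhibition above a set limit, 3 SD over mean compound inhibition, cut at about 8.4% in these data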;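 note: 0% = DMSO-only wells with no growth and 100% = 10 µM 1-NA-PP1 full growth; inhibition rescues growth on 5-FOA so higher OD means more RAM inhibition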
L major viab = reduces viability of Leishmania major promastigotes | 9% of 200,000 active | inhibition, % at 10 µM | resazurin fluorescence viability;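 note: promastigotes grown with compound for 44 hours at 28 °C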
Diaphorase act = counter-screen for diaphorase-based assays: diaphorase activators and chemical reducers. Diaphorase/resazurin coupled assay, resorufin fluorescence, 16 min; active compounds read high; 1 = vehicle wells, 0 = NADH-free wells. activation factor at 20 µM. 0.005% of 190,000 active;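 active = diaphorase activity raised at least twofold by the compound at 20 µM; inactive = activation factor below 2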
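Test system: Clostridium kluyveri diaphorase, purified enzyme; input: enzyme 0.07 U/mL final; buffer or medium: 50 mM HEPES pH 7.4 with 4.542 mM MgCl2, 0.005% Tween 20; also added: 0.114 mM NADH and 0.1 mM resazurin, final amounts; schedule: 16 min enzyme reaction, ambient temperature; technique: fluorescence of resorufin, 544 nm excitation, 590 nm emission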
* hit, by the source's call; . = not tested or not shown. Cut-off read from the data, not from the text of the source, unless noted: active = inhibition above about 50%; inactive = the rest.

entry	SMILES	G6PDH CS	Hsp70 activator	PMI act satM6P	TLR4 MyD88 comp	Diaph inh CS	PMI activator	S1P3 antagonist	Redox H2O2 prof	RAM inhibit	L major viab	Diaphorase act
1	COC(=O)c1ccc2c(=O)n(CCCCCC(=O)N3CCN(c4ccc(F)cc4)CC3)c(=O)[nH]c2c1	0.0	-0.1	1	17.1	7.6	1	-11.9	-0.2	2.5	1.9	0.9
2	CC(C)CC(c1nnnn1C1CCCC1)N1CCC(C(N)=O)CC1 (stereo unspecified)	-5.0	-0.3	1.1	1.3	2.9	1.1	-9.2	-0.7	2.4	-3.2	1
3	O/N=C/c1ccc(OCC(O)COc2ccc(/C=N/O)cc2)cc1	2.2	-0.3	1	0.6	8.0	0.9	.	0.2	1.0	13.2	0.9
4	COc1ccc([N+](=O)[O-])cc1N1C(=O)c2cccc3cccc(c23)C1=O	-1.5	-0.4	0.9	-8.6	11.8	0.9	-2.0	-0.2	4.3	-6.3	0.9
5	CC(=O)/C(C#N)=C1\NC(=O)C(Cc2ccccc2Cl)S1 (stereo unspecified)	8.2	-0.5	1.1	-8.3	0.9	1.2	.	0.3	5.0	2.4	1
6	COc1ccc(C2N(C(=O)c3ccccc3)CCN2C(=O)c2ccccc2)cc1	-1.0	-0.1	0.9	-3.8	22.5	0.9	8.6	0.4	0.2	10.1	0.8
7	Cc1cccc(NC(=O)CCS(=O)(=O)c2cccc3nsnc23)c1C	13.4	-0.1	0.9	-11.9	-5.0	1.1	.	2.0	1.1	-2.7	1.1
8	COc1ccc(Cl)cc1NC(=O)CCN1CCN(c2ccccc2C)CC1	0.7	-0.2	0.9	-20.2	22.2	0.9	.	0.0	1.0	2.1	0.8
9	O=C(Nc1cccc(C(F)(F)F)c1)C1CCCN1S(=O)(=O)c1cccc2cccnc12 (stereo unspecified)	3.0	0.2	0.9	1.6	23.6	0.9	14.0	2.2	2.5	83.5*	0.8
10	CC(C)Cc1nnc(NC(=O)CCc2c[nH]c3ccccc23)s1	-1.4	0.7	1	-7.4	17.8	0.9	-4.9	-0.4	1.4	-12.3	0.8
11	CCOc1cc(/C=N/N2C(=O)NC3(CCCCC3)C2=O)cc(Br)c1O	5.2	0.1	1	-21.6	4.8	1	-10.5	-0.8	-0.2	-1.8	1
12	CC(C)C(C(=O)OCC(=O)c1cccc([N+](=O)[O-])c1)N1C(=O)[C@@H]2[C@H]3CC[C@H](C3)[C@@H]2C1=O (stereo partly specified)	4.6	-0.3	0.9	-8.5	17.4	0.8	11.0	-0.1	1.3	-12.5	0.8
13	CC(=O)Nc1ccccc1NC(=O)CN(C)S(=O)(=O)c1ccc(C)cc1	10.8	-0.5	1	-2.2	-3.0	1	-8.4	-2.8	0.6	-10.5	1
14	Cc1cc(C)nc(SCc2nnc(SCC(=O)N3CCCc4ccccc43)n2C)n1	5.1	-0.1	1	12.7	14.8	1	-26.2	0.6	-0.4	-4.0	0.9
15	COc1ccc(N2C(=O)CC(Sc3nnc(-c4ccccc4F)n3C)C2=O)cc1 (stereo unspecified)	7.6	-0.4	1	5.6	12.9	1	-9.8	-0.9	1.4	11.7	0.9
16	COc1cccc(CN2CCN(C(=O)c3ccc(-c4ccccc4)cc3)CC2)c1	-3.7	0.0	1	-22.9	27.9	1	16.0	-0.1	-0.5	30.1	0.7
17	CC1(C)CC(N2CCN(c3ccccc3)CC2)=CC(=[N+]2CCCC2)C1	-1.7	-0.4	1.2	-0.2	19.9	1.2	.	-0.7	2.1	99.3*	0.8
18	O=C(Nc1ccccc1C(=O)OCC(=O)c1c[nH]c2ccccc12)c1ccco1	-22.5	-0.4	1	-14.0	7.2	0.8	11.6	0.6	3.0	11.9	0.9
19	CS(=O)(=O)Cc1nc2ccccc2oc1=O	29.3	0.1	0.8	-10.1	26.0	0.9	-12.9	3.4	0.2	99.9*	0.7
20	COC(=O)C1=C(C)NC(C)=C(C(=O)OC)C1C(=O)OC(C)C(=O)c1ccccc1 (stereo unspecified)	1.1	0.4	1	-8.9	9.8	0.9	-3.5	0.5	2.1	2.5	0.9
21	CCOC(=O)Cn1cnc2sc(C(=O)OC)c(C)c2c1=O	1.0	0.6	0.5	1.6	22.9	0.6	-13.6	-0.2	0.4	9.6	0.8
22	Cc1cc(C(=O)NCCC2=CCCCC2)no1	30.1	-0.3	1	9.3	0.1	0.9	13.7	0.9	.	-1.1	1
23	O=C1CCCN2N=C(SCC(=O)Nc3nc4ccccc4s3)SC2=N1	-12.5	0.2	1	10.3	-3.0	1	-14.2	-0.7	2.3	-10.1	1
24	Cc1ccc(C2C(C#N)=C(N)Oc3n[nH]c(-c4cccs4)c32)cc1 (stereo unspecified)	-1.4	-0.1	0.8	-4.9	7.4	0.9	.	-0.7	1.0	3.9	0.9
25	CC(=O)Oc1ccc(C(=O)[C@H]2[C@H]3C(=O)N(c4ccc5ccccc5c4)C(=O)[C@H]3[C@@H]3C=CC=NN32)cc1	1.1	-0.1	2.1*	9.1	24.9	1.6	5.6	-0.3	3.5	20.6	0.8

Other records follow:
entry	SMILES	G6PDH CS	Hsp70 activator	PMI act satM6P	TLR4 MyD88 comp	Diaph inh CS	PMI activator	S1P3 antagonist	Redox H2O2 prof	RAM inhibit	L major viab	Diaphorase act
26	CCCCn1c(C)csc1=Nc1cccnc1	-1.6	-0.7	1	-18.9	13.1	1	-4.8	0.1	0.4	29.1	0.9
27	O=C(Oc1ccc(OC(=O)N2CCCCC2)cc1)N1CCCCC1	6.0	-0.1	.	12.6	.	.	10.0	-0.6	-0.1	-6.8	.
28	O=C(COc1ccccc1-c1ccccc1)NCc1ccco1	18.1	-0.2	0.9	2.6	17.0	1	0.8	0.0	0.0	-3.4	0.8
29	CCn1c(CCNC(=O)c2cccs2)nnc1SCC(=O)NC1CCCCC1	-6.0	0.1	0.9	1.3	10.2	0.9	-30.7	-0.4	0.0	-5.8	0.9
30	Cc1cc(C)n2nc[n+](C)c2n1	1.2	-0.4	0.5	-7.2	20.9	0.3	-42.4	0.5	0.3	-4.5	0.8
31	CCC(CCC(=O)Nc1ccn(-c2ccccc2)n1)C(=O)O (stereo unspecified)	9.7	-0.1	1.1	7.9	-2.4	1	0.2	0.5	3.2	-8.8	1
32	CCc1cc(C(=O)COc2ccccc2F)c(O)cc1O	17.5	0.0	0.9	7.7	19.8	0.7	10.3	-1.4	2.2	-1.5	0.8
33	COc1ccc(OC(=O)c2cn(C)nc2C(F)(F)F)cc1	2.5	-0.2	1	4.2	14.0	1	.	0.2	0.7	-4.9	0.9
34	O=C(O)CC12C[C@H]3C[C@@H](C1)CC(n1ncc(N4CCN(c5ccccc5)CC4)c(Cl)c1=O)(C3)C2	-3.1	-0.6	1.1	13.9	-8.4	1	-1.1	0.2	1.4	-5.5	1.1
35	Cc1noc(C)c1CS(=O)(=O)c1ccc(Br)cc1	3.3	-0.3	1	-13.4	17.8	1	.	1.0	0.5	-2.6	0.8
36	CCCC(=O)Nc1cc2c(cc1C(=O)c1ccccc1)OCCO2	0.3	-0.4	0.9	10.9	17.3	0.9	11.8	-1.8	1.9	3.5	0.8
37	CCSc1nc2ccccc2n1Cc1nc(N)nc(N(C)C)n1	17.7	-0.2	0.9	1.1	9.2	0.8	-5.8	1.2	1.4	1.4	0.9
38	CC1CCc2nc3ccc(S(=O)(=O)N4CCC(C(=O)N5CCCCCC5)CC4)cc3c(C(=O)O)c2C1 (stereo unspecified)	3.5	-0.1	1.1	6.5	4.5	1.3	7.3	-1.3	1.5	-3.7	1
39	Cc1ccc(SCC2(O)CCN(S(=O)(=O)c3ccc(Cl)cc3)CC2)cc1	6.0	-0.1	0.9	0.2	24.7	0.8	.	1.1	8.3	3.4	0.8
40	COc1cc(OC)c(C(=O)NCCCN2CCOCC2)cc1OC	6.5	0.0	1	5.9	4.6	1	-0.4	-0.1	0.0	-0.3	1
41	O=C(NC(=S)NCc1cccnc1)c1ccc([N+](=O)[O-])cc1	-2.1	-0.1	1.1	0.7	2.2	1.1	2.6	-0.6	0.5	-2.1	1
42	Cc1ccoc1C(=O)N1CCCC(CCC(=O)N2CCN(c3ccccn3)CC2)C1 (stereo unspecified)	0.5	0.2	1	3.0	-5.3	1	3.8	-0.9	0.4	-4.4	1.1
43	Cc1cc(C)c(NC(=O)CCCOC(=O)C2=COCCO2)c(C)c1	13.4	-0.4	1.1	-22.6	5.9	1	-13.8	2.3	-0.9	-6.7	0.9
44	CSc1ccc(/C=C/C(=O)OCC(=O)NC(C)C)cc1	6.8	-0.2	1.1	-16.2	-2.3	1	-14.6	0.3	0.7	-1.2	1
45	O=S(=O)(c1cccc(F)c1)N1CCN(Cc2ccc3c(c2)OCO3)CC1	1.3	0.5	1	4.5	9.0	1	.	0.2	1.5	73.6*	0.9

5 entries from above, screen by screen:
#7 Cc1cccc(NC(=O)CCS(=O)(=O)c2cccc3nsnc23)c1C
#43 Cc1cc(C)c(NC(=O)CCCOC(=O)C2=COCCO2)c(C)c1
#36 CCCC(=O)Nc1cc2c(cc1C(=O)c1ccccc1)OCCO2
#14 Cc1cc(C)nc(SCc2nnc(SCC(=O)N3CCCc4ccccc43)n2C)n1
#27 O=C(Oc1ccc(OC(=O)N2CCCCC2)cc1)N1CCCCC1
Assay by compound	7	43	36	14	27
G6PDH CS	13.4	13.4	0.3	5.1	6.0
Hsp70 activator	-0.1	-0.4	-0.4	-0.1	-0.1
PMI act satM6P	0.9	1.1	0.9	1	.
TLR4 MyD88 comp	-11.9	-22.6	10.9	12.7	12.6
Diaph inh CS	-5.0	5.9	17.3	14.8	.
PMI activator	1.1	1	0.9	1	.
S1P3 antagonist	.	-13.8	11.8	-26.2	10.0
Redox H2O2 prof	2.0	2.3	-1.8	0.6	-0.6
RAM inhibit	1.1	-0.9	1.9	-0.4	-0.1
L major viab	-2.7	-6.7	3.5	-4.0	-6.8
Diaphorase act	1.1	0.9	0.8	0.9	.

Source: PubChem (several laboratories)
